Screening results as filed in PubChem.
NRP1-CendR mod: modulators of CendR peptide binding to human neuropilin-1 | O14786 | FAM-RPARPAR peptide binding to NRP-1, fluorescence polarization | inhibition, % at 25 µM | 360,000 compounds, 0.85% hits;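 active = inhibition or corrected inhibition above about 18%, plus a signal ratio from 0.5 to 1.5, limit read from the data, passing the limit was not always enough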; also: strong numbers were not always called active
MT1-MMP act inh: MT1-MMP (human) activation inhibition. P50281. 360,000 compounds, 0.061% hits. GFP/RFP ratio change, % at 20 µM. HT1080 RFP-PRO-GFP cells, GFP/RFP ratio fluorescence, overnight; percent of plate control window, DMSO zero;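 active = GFP/RFP ratio change of at least 30% with cell ATP level not reduced by more than half and red fluorescence within 50% of control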; also: strong numbers were not always called active
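Material: RFP-PRO-GFP reporter HT1080 cells. Dosing: single-point 20 µM compound, 1% DMSO. Controls: DMSO and RFP-L50D-GFP cell wells. Timing: cells overnight before dosing, compound overnight, 37 °C, 5% CO2. Measure: GFP/RFP fluorescence ratio.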
E coli Lon inh: inhibitors of E. coli Lon protease. P0A9M0. purified E. coli Lon protease, fluorescence polarization. inhibition, % at 7.94 µM. 360,000 compounds, 0.42% hits; in the data active = inhibition above about 13%, passing the limit was not always enough;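 also: 0% = enzyme with probe and DMSO and 100% = no enzyme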
SKN-1 inh: inhibitors of C. elegans SKN-1; C. elegans VP596 Pgst-4::GFP/RFP ratio, acrylamide-induced, 24 h; 360,000 compounds, 0.49% hits; inhibition, % at 21.8 µM; AID 624304;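 active = interference check ratio from 0.5 to 1.5 plus GFP to RFP signal ratio inhibition reaching or exceeding a fixed threshold, cut at about 30% in these data, passing the limit was not always enough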; also: some compounds called inactive have numbers as strong as hits
bovine MsrA act: activates bovine MsrA enzyme; purified bovine MsrA, absorbance read-out; activation, % at 10.6 µM; 360,000 compounds, 0.3% hits; in the data active = activation above about 7.5%;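 also: 0% = vehicle and 100% = reference activator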
TbMetRS inhib: blocks T. brucei methionyl-tRNA synthetase activity | purified T. brucei MetRS, ATP depletion, Kinase-Glo luminescence | inhibition, % at 11.9 µM | 360,000 compounds, 0.4% hits | AID 624268;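 active = inhibition above a per-plate cutoff of the control wells' mean inhibition plus 3 SD, cut at about 5.5% in these data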;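 also: 0% = DMSO wells median and 100% = median of wells with control inhibitor compound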
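Material – parasite MetRS enzyme · Medium – HEPES-MgCl2-KCl buffer plus DTT, spermine, BSA, pyrophosphatase · Reagent – ATP, methionine and E. coli bulk tRNA substrates · Times – 15 min enzyme-compound preincubation, 2 h reaction, 10 min detection, 25 °C · Measured by – luminescence of leftover ATP · Evaluation – percent inhibition relative to median high and low control wells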
MsrA inhibitor: inhibitors of bovine MsrA; purified bovine MsrA, absorbance read-out; inhibition, % at 15.5 µM; 360,000 compounds, 0.75% hits; AID 651718; in the data active = inhibition above about 4.5%;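 also: 0% = vehicle wells with enzyme and 100% = reference inhibitor wells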
FAS-TE inh: FAS thioesterase (human) inhibition. P49327. recombinant FAS-TE, OMFH fluorogenic substrate, fluorescence endpoint. inhibition, % at 15 µM. 360,000 compounds, 0.67% hits. AID 602261;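 active = compounds whose normalised, plate-corrected inhibition of enzyme fluorescence in the single-dose primary screen is 50% or more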;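 also: 0% = DMSO with enzyme and 100% = substrate without enzyme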
PABP1 MLLE inh: blocks PAM2 peptide binding to the PABP1 MLLE domain | P11940 | GST-MLLE / FITC-PAM2 fluorescence polarization | inhibition, % at 20 µM | 360,000 compounds, 0.36% hits; in the data active = inhibition above about 35%, passing the limit was not always enough;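 also: plate controls were DMSO wells with GST-MLLE for no effect and wells lacking GST-MLLE protein for full effect; some results filed as inactive read as strong as hits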
Target sequence (P11940 whole entry, looked up, the tested form may be a part): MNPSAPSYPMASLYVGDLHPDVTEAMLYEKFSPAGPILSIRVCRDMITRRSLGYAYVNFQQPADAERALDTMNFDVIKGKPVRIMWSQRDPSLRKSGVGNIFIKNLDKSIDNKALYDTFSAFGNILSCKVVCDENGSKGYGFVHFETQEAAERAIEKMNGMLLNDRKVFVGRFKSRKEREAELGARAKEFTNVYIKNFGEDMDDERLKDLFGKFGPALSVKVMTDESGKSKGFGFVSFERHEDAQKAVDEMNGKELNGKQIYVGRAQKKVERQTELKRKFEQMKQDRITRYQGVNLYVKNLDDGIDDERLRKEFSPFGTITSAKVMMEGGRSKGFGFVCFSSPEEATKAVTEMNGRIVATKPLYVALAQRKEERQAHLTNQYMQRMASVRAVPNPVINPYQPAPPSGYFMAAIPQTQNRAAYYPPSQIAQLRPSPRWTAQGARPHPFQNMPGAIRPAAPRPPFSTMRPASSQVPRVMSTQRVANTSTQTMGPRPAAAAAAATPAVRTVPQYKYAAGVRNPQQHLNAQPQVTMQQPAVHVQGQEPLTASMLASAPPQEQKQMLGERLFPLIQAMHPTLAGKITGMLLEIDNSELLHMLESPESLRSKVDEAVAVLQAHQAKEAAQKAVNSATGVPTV
* = called active by the depositor; . = not tested or not shown. An unsorted share of the library; any-hit rate near 4%.

Sequence of screens – NRP1-CendR mod	MT1-MMP act inh	E coli Lon inh	SKN-1 inh	bovine MsrA act	TbMetRS inhib	MsrA inhibitor	FAS-TE inh	PABP1 MLLE inh
O=S(=O)(c1ccccc1)c1nc(-c2ccccc2)oc1N1CCCC1
 : 4	-8	3	-6	-4	-0.1	0.5	12	-1
Cc1ccc2nc(N3CCN(C(=O)CCC(=O)O)CC3)nc(-c3ccccc3)c2c1
 : -1	1	12	5	-8	0.0	-0.5	-3	9
CCOc1ccc(NC(=O)N2CCN(CC)CC2)cc1
 : 0	-1	-8	3	-4	0.3	-0.4	-12	0
O=S(=O)(c1cccc(C(F)(F)F)c1)N1CCN(C(=S)NCc2ccco2)CC1
 : -22	-3	-10	-4	-4	-0.9	0.6	4	-91
Cc1cc(C)c(C(=O)COC(=O)Cn2c(C)csc2=O)cc1C
 : 3	1	2	-9	3	-0.1	1.3	13	9
Cc1c(Cl)c([N+](=O)[O-])nn1CC(=O)N1CCN(Cc2ccccc2)CC1
 : 15	0	3	4	1	-0.1	0.7	6	4
COCCNC(=S)N(CCO)Cc1cc2cc3c(cc2[nH]c1=O)OCCO3
 : 0	-1	0	5	-2	1.8	2.0	-1	39*
CC1(Cc2ccccc2Cl)C(=O)Nc2ccc(OC(F)(F)F)cc21 (centres undefined)
 : -5	-3	-14	22	-1	0.4	-0.5	28	3
CN(C(=O)Cn1c(Cl)nc2c1c(=O)n(C)c(=O)n2C)C1CCS(=O)(=O)C1 (centres undefined)
 : 6	5	-6	4	-2	-0.5	-0.3	-8	-54
CCOC(=O)c1[nH]c(C)c(/C(C)=N\O)c1C
 : -3	7	-13	-6	-3	-0.7	-0.7	-8	-7
COc1ccc(C(=O)NCC(=O)NCC(=O)OCc2ccc(Br)cc2)cc1
 : 8	3	-11	-5	-2	-0.1	0.2	-1	0
Cc1cc(C)c[n+](CC(=O)c2ccc(-c3ccccc3)cc2)c1
 : 0	0	-1	5	-5	-0.7	0.4	-3	4
CC(C)(C)C1CCc2c(C(=O)NNC(=O)CCCC(=O)O)csc2C1 (centres undefined)
 : 7	2	-12	6	-3	-0.1	-0.9	-8	-1
CCOC(=O)C1(Cc2ccccc2C)CCCN(C(=O)CN2CCCCC2=O)C1 (centres undefined)
 : -11	-1	-11	1	-4	-0.1	1.3	-4	-5
Cc1cc(C)n2nc(SCC(=O)N3CCC(C)CC3)nc2n1
 : 12	1	-11	4	0	-0.2	0.1	-3	-4
Cc1ccc(N(CC(=O)NCC2CCCO2)C(=O)CCC(=O)Nc2ccccn2)cc1C (centres undefined)
 : 4	-6	-3	-2	-2	0.2	0.4	0	-8
O=C(N/C(=C\c1ccccc1)C(=O)N1CCCCC1)c1ccc(Br)o1
 : 0	-3	-16	-7	-1	0.0	1.6	1	11
O=C(c1cc(-n2cnnc2)ccc1Cl)N1CCN(c2nc(-c3ccccc3)cs2)CC1
 : 8	0	-4	-11	-9	-1.6	-0.4	43	-35
Cc1cc(CN2CCN(CC(=O)Nc3cc(Cl)ccc3-n3cncn3)CC2)no1
 : -5	0	-1	-7	-3	-0.5	0.6	-8	10
COc1ccc(C(=O)C2CC2)cc1
 : -6	2	8	0	-9	-0.3	1.5	-6	-5
CC(=O)c1cccc(NC(=O)CCc2nnc3ccc(N4CCOCC4)nn23)c1
 : 2	4	-7	-3	-2	0.9	1.0	-5	3
COc1ccc2c(CCNC(=O)CN3C(=O)c4ccccc4C3=O)c[nH]c2c1
 : -8	-1	8	5	-3	-0.7	-0.4	-6	11
O=C1CC(c2ccccc2)NN1 (centres undefined)
 : 12	-1	0	-4	0	-0.2	-0.5	-9	3
CC1CCCCN1C(=O)c1ccc(NC(=O)c2ccccc2Cl)cc1 (centres undefined)
 : -1	1	-1	0	-4	-0.4	0.2	0	9
Cc1cccc(OCc2nc(C#N)c(N3CCCC3)o2)c1
 : 6	4	8	4	-8	-0.7	1.1	28	2
CCCCCCC(=O)NN1CCN(C)CC1
 : 8	-1	1	-4	-2	0.0	2.0	-7	-10
CN(C)c1nc(N2CCN(c3ccc(F)cc3)CC2)c(C#N)c(=O)o1
 : 1	-1	-4	-10	-6	-1.1	-0.4	26	4
Cc1cccc(OCC(=O)N(C)CCc2ccccn2)c1
 : -12	2	-5	-1	-1	-0.2	1.8	-1	13
Cc1cccc(C(=O)N2CCCC(CCC(=O)N3CCN(c4ccccn4)CC3)C2)c1C (centres undefined)
 : 5	-2	1	-4	-6	-0.4	-0.4	-2	0
CC(NS(=O)(=O)c1ccc(Br)cc1)C(c1cccs1)N1CCN(C)CC1 (centres undefined)
 : 6	-9	-3	6	1	0.1	1.1	-7	-5

Part of the list above, as labelled records:
Cc1cccc(OCC(=O)N(C)CCc2ccccn2)c1
  NRP1-CendR mod = -12 | MT1-MMP act inh = 2 | E coli Lon inh = -5 | SKN-1 inh = -1 | bovine MsrA act = -1 | TbMetRS inhib = -0.2 | MsrA inhibitor = 1.8 | FAS-TE inh = -1 | PABP1 MLLE inh = 13

Cc1cccc(C(=O)N2CCCC(CCC(=O)N3CCN(c4ccccn4)CC3)C2)c1C (centres undefined)
  NRP1-CendR mod = 5 | MT1-MMP act inh = -2 | E coli Lon inh = 1 | SKN-1 inh = -4 | bovine MsrA act = -6 | TbMetRS inhib = -0.4 | MsrA inhibitor = -0.4 | FAS-TE inh = -2 | PABP1 MLLE inh = 0

Following part
Sequence of screens – NRP1-CendR mod	MT1-MMP act inh	E coli Lon inh	SKN-1 inh	bovine MsrA act	TbMetRS inhib	MsrA inhibitor	FAS-TE inh	PABP1 MLLE inh
CC1(C)Oc2ccc(C(=O)N3CCCC3)cc2N(CC(=O)NCc2ccccc2)C1=O
 : 15	0	-6	13	-4	-0.8	-1.0	-11	12
COc1ccc(NC(=O)NCCc2ccc(Cl)cc2)cc1OC
 : 0	-6	-1	7	-2	0.7	-0.6	-6	-2
O=C(Oc1ccccc1[N+](=O)[O-])c1cccnc1
 : 4	3	2	-7	-2	-1.1	-1.1	-3	18
CC(=O)C1C(c2ccc([N+](=O)[O-])cc2)c2c(noc2C)CC1(C)O (centres undefined)
 : 15	-5	1	-4	-2	-0.1	-1.4	-4	-4
COC(=O)c1[nH]c2c(c1C)C(=O)CC(c1cccc(OC)c1)C2 (centres undefined)
 : 0	0	-2	9	-3	-0.2	0.2	4	0
CCOC(=O)C1=C(C)N(C[C@@H]2CC[C@@H](Cc3ccc(-c4ccccc4)cc3)O2)C(=O)NC1c1ccc(SCc2ccco2)c([N+](=O)[O-])c1 (some centres undefined)
 : -22	2	-8	11	-2	-0.4	-0.9	18	4
CN(Cc1ccccc1)C(=O)Nc1ccc(Cl)cc1
 : 2	-1	0	4	-3	-0.3	-0.8	-1	-7
COc1ccc(-c2nc3ccc([N+](=O)[O-])cc3o2)cc1
 : -12	-5	-3	14	-3	-0.5	-1.2	6	-4
Nc1nonc1C(=O)NCCNC(=O)c1ccc(Cl)cc1
 : 14	0	4	-1	-3	-0.4	0.1	-3	-4
CCOc1ccc(C)cc1S(=O)(=O)n1cnc2ccccc21
 : -2	-7	-11	15	-2	-0.3	-1.0	11	-11
OCC1=C[C@@H](O)C2C=CO[C@@H](O[C@@H]3O[C@H](CO)[C@@H](O)[C@H](O)[C@H]3O)C12 (some centres undefined)
 : -5	-2	-6	-3	6	0.0	-1.0	-6	-2
CCOc1cc(N2CCOCC2)c(OCC)cc1NC(=O)CN1C(=O)NC2(CCCCC2)C1=O
 : -10	0	-9	0	-4	0.2	0.0	-5	-1
Cc1cccc(C)c1NC(=O)CSc1nnc(NC(=O)c2ccccc2C(=O)O)s1
 : -3	-1	0	-3	-3	0.1	0.7	-1	-76
Cc1ccc2nc(NC(=O)CSc3nncc(=O)n3N)sc2c1
 : -6	-2	9	-5	-12	-2.0	-1.2	-10	-11
CC(NC(=O)COC(=O)/C(=C/c1cccs1)c1cccs1)c1ccccc1 (centres undefined)
 : -7	-6	3	7	-4	-0.4	2.4	42	-11
CCOC(=O)c1c(S(=O)(=O)N2CCN(C)CC2)c(C)n(C)c1C
 : 3	-1	4	23	-3	0.7	-0.5	-5	4
O=C(c1ccc(Cl)s1)N1CCCC1
 : 10	-6	3	5	1	-0.7	0.2	-5	4
CCN(CC)CCCNC(=O)c1oc2ccc3c(c2c1C)C(O)CC(C)(C)O3 (centres undefined)
 : -1	0	2	4	-4	-0.4	-0.2	-2	-1
CCOC(=O)c1nn(-c2cccc(Cl)c2)c2nc(CC(C)C)c(C#N)c(=O)n12
 : -8	-1	2	33	-2	-0.1	0.6	33	1
Cc1ccccc1NC(=O)C1CCCN(S(=O)(=O)c2cnc[nH]2)C1 (centres undefined)
 : -19	-1	1	3	-6	-0.4	0.7	-10	3
CC1CCCCN1CCn1c(=S)[nH]c2ncccc2c1=O (centres undefined)
 : 8	-1	5	-2	-2	0.3	0.6	-4	2
O=C(Nc1nc2ccc(F)cc2s1)Oc1ccccc1
 : -9	-1	-1	2	1	0.5	1.9	0	9
Cc1ccc(S(=O)(=O)NCCC(=O)NCCSc2ccc(Br)cc2)cc1
 : 9	1	-10	9	-4	-0.3	-0.2	6	22
C/C=C/c1cccc(-c2nc(C(=O)N3CCN(C)CC3)cc3c2[C@@H](CCO)N(C(=O)NC(C)C)C3)c1
 : -1	2	-1	6	-1	0.1	-0.8	-7	.
O=C(NCCN1CCOCC1)c1cnn2c1NC(c1cccs1)CC2C(F)(F)F (centres undefined)
 : 2	1	-8	8	-2	0.3	0.5	-2	2
Cc1ccc(N/N=C(\Cc2nc3ccccc3[nH]2)c2ccccc2)cc1
 : -10	-18	-15	6	-5	0.3	.	18	0
Cn1c(SCc2ccccn2)nnc1-c1cnccn1
 : 17	-1	3	7	-4	1.3	-0.1	-5	6
O=C(CN1C(=O)NC(Cc2ccccc2)C1=O)Nc1ccc(F)cc1 (centres undefined)
 : 3	0	-9	-22	2	0.2	-0.4	2	0
CC(NC(=O)c1ccccc1NS(=O)(=O)c1ccc(CCC(=O)O)cc1)c1ccccc1 (centres undefined)
 : 8	-2	5	-6	-4	-0.3	0.9	-5	13
CCN(c1ccc(OC)cc1)S(=O)(=O)c1nnc(NC(=O)c2ccc(C)cc2)s1
 : 6	6	3	16	-2	-0.3	.	-1	-10
COc1cccc(C(=O)OCC(=O)NCC2CCCO2)c1 (centres undefined)
 : 8	-1	1	7	-1	-0.2	0.0	-6	10
COc1cc(C2c3cc4c(cc3C3OC(=O)C2C3CO)OCO4)cc(OC)c1OC (centres undefined)
 : -2	21	-9	13	-4	1.0	0.7	-9	6
CN1CCN(C(=O)C2=C[C@@H](c3ccccc3)C[C@@H](OCCCCO)O2)CC1
 : 2	10	7	-9	-9	-0.7	0.1	-7	-1
O=C(O)C1C=Cc2ccccc2N1C(=O)c1ccccc1 (centres undefined) (tested in a mixture with another compound)
 : 1	0	-6	-3	-3	0.1	1.0	-9	-5
COC(=O)C1=C(C)N=c2s/c(=C/c3ccoc3)c(=O)n2C1c1ccccc1 (centres undefined)
 : -225	-13	-87	6	-2	0.6	.	10	-115
Cn1c(CO)cnc1SCc1ccccc1
 : 8	4	-5	8	0	-0.5	0.7	-11	-7
O=C(O)CC(C(=O)NCc1ccccc1)C1CCCO1 (centres undefined)
 : 18	9	4	-1	-2	0.8	0.0	-6	-1
COc1ccccc1CNC(=O)COC(=O)c1ccncc1
 : -3	-4	-7	-1	-3	-0.4	0.1	-4	-25
COC(=O)Cc1ccc(OC(=O)C2CCN(S(=O)(=O)c3ccc(OC)c(OC)c3)CC2)cc1
 : -12	-3	-9	-18	5	-0.2	-0.6	17	-13
